Screening data (PubChem)
TRHR enhancer: TRH receptor (human) allosteric enhancement; TRHR cells, fluo-8 calcium fluorescence, EC20 TRH enhancement; enhancement, % at 2 µM; actives 0.66% (n = 360,000); AID 493056; in the data active = enhancement above about 30%; note: 0% is about no effect
Target sequence (P34981 whole entry, looked up): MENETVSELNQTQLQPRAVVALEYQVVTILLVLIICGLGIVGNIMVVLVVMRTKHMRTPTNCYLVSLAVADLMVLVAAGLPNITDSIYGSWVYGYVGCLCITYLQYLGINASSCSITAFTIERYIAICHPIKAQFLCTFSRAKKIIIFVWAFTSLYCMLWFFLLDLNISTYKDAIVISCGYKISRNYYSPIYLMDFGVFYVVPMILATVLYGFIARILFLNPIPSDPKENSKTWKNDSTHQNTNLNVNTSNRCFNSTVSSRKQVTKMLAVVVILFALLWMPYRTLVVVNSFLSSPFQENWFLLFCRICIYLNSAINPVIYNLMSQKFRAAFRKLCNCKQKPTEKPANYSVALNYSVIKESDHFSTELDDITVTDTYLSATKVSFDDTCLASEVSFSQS
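TRHR-expressing cells loaded with fluo-8 calcium dye were read kinetically (ex 480/em 530) during compound addition, then stimulated with an EC20 of TRH (10 nM final). Enhancement of the Gq-mediated intracellular calcium response was scored.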
RXFP1 antagonist: RXFP1 (human) relaxin receptor antagonism; HEK293-RXFP1, relaxin-stimulated cAMP HTRF, 30 min; stronger effect = lower value; AID 1259400; Q9HBX9; actives 0.59% (n = 350,000); activity change, negative = inhibition, % at 57.5 µM;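 active = activity change of -60% or lower, but not beyond a set lower limit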; note: % is set by controls: 0 for no effect and ±100 for the full control effect
D1 antag: blocks dopamine activation of the human D1 receptor. P21728. HEK293 TREx D1 cells, calcium flux, dopamine EC80; stronger effect = lower value. activity change, negative = inhibition, % at 10 µM. actives 3.2% (n = 360,000); in the data active = activity change below about -30%; note: % is set by controls: 0 for no effect and ±100 for the full control effect
Target sequence (P21728 whole entry, looked up): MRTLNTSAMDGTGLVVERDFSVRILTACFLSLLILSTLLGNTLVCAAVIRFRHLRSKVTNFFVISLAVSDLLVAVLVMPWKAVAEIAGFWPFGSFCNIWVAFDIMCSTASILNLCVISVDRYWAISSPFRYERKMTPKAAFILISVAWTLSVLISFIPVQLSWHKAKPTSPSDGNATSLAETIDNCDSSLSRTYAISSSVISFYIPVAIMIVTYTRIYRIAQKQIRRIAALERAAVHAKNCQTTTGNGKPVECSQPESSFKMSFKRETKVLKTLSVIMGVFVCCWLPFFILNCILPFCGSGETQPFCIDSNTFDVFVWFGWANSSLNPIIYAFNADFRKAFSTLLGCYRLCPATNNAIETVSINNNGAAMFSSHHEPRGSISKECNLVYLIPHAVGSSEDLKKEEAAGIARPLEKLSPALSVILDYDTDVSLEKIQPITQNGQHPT
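Compound effects on dopamine-evoked calcium signalling were measured in tetracycline-induced HEK293 Trex D1 cells. Dopamine at EC80 followed a 180 s compound pre-read, and fluorescence was tracked kinetically for 180 s more.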
D1 PAM: human D1 dopamine receptor positive modulation. potentiation, % at 10 µM. actives 0.036% (n = 360,000). P21728. HEK293 TREx D1 cells, calcium flux, dopamine EC20 potentiation; in the data active = potentiation above about 30%; note: 0% is about no effect
D2 potentiator: positive allosteric modulators of human D2 dopamine receptor | actives 0.34% (n = 340,000) | HEK293 T-REx D2, calcium flux, EC20 dopamine potentiation | AID 485347 | P14416 | potentiation, % at 10 µM;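 active = potentiation over 3 SD above the plate norm, cut at about 30% in these data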; note: 0% is about no effect
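Cells plated with tetracycline inducer and held overnight at 30 C; calcium dye loaded 30–90 min at room temperature; baseline taken, compound added and read 180 s; EC20 dopamine then added and read 180 s.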
D2 antagonist: D2 dopamine receptor (human) antagonism. P14416. HEK293 TREx D2 cells, calcium flux, dopamine EC80. inhibition, % at 10 µM. actives 2% (n = 340,000). AID 485344; in the data active = inhibition above about 30%; note: 0% is about no effect
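Calcium flux kinetic readout in an inducible HEK293 TREx D2 line plated overnight at 30 C. After 180 s compound exposure, an EC80 dopamine challenge follows with another 180 s kinetic read to detect antagonism.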
TRHR agonist: TRH receptor (human) agonism | actives 0.18% (n = 360,000) | AID 493084 | TRHR cells, calcium flux fluo-8, FDSS agonist mode | activation, % at 2 µM | P34981; note: 0% is about no effect
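TRHR-expressing cells loaded with fluo-8 calcium dye; 23 nL library compound pin-transferred, kinetic FDSS fluorescence (Ex 480/Em 530) recorded about 180 s for agonist-induced calcium release, before a 10 nM TRH EC20 addition for potentiator mode.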
D1 ag: agonists of human D1 dopamine receptor; activation, % at 2 µM; AID 504660; actives 1% (n = 360,000); HEK293 T-REx D1 cells, calcium flux, agonist mode; note: 0% is about no effect
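Tetracycline-induced HEK293 TREx D1 cells, force-coupled to calcium signalling, were dye-loaded with a no-wash calcium kit. Compound was pin-added after a 10 s baseline. Fluorescence was read kinetically at 1 cycle/s for 180 s, with calcium rises flagged as agonism.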
D2 ag: activates the human D2 dopamine receptor; actives 0.53% (n = 340,000); HEK293 T-REx D2 cells, calcium flux agonist mode; activation, % at 2 µM;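 active = activation over 3 SD above normal in the single-dose calcium agonist read, cut at about 30% in these data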; note: 0% is about no effect
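Agonism scored from kinetic calcium signal (1 read/sec, 180 s) following compound pin transfer, after a 10 s baseline. Cells: HEK293 Trex line expressing inducible D2 receptor coupled to calcium, dye-loaded after overnight culture at 30 C.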
* = called active by the depositor; / = no result given. Cut-off read from the data, not from the text of the source, unless noted: active = activation above about 30%; inactive = the rest.

SMILES	TRHR enhancer	RXFP1 antagonist	D1 antag	D1 PAM	D2 potentiator	D2 antagonist	TRHR agonist	D1 ag	D2 ag
O=C(Cn1cnc2c(cnn2-c2ccc(F)cc2)c1=O)OCc1ccccc1	13	-5	-3	0	/	/	-0.4	4	/
CCc1nc(SCC(=O)Nc2cc(C)ccc2OC)c2c(C)c(C)sc2n1	1	-7	4	5	5	44*	0.5	3	0.1
Cc1cc(C(C#N)c2ccc(Cl)cc2)c(Cl)cc1NC(=O)c1cc(I)cc(I)c1O (stereo not drawn)	-7	-112*	-33*	-7	-2	-16	1.1	13	-0.9
COc1ccc(-c2cc(C(=O)Nc3ccc(Cl)cc3Cl)c3ccccc3n2)cc1OC	3	0	37	-2	1	-18	2.1	4	0.8
CCOC(=O)c1cnc2ccc(Cl)cc2c1Nc1ccc(S(=O)(=O)Nc2ncccn2)cc1	6	-5	7	-5	6	-2	0.0	0	1.5
CCN(CC)C(=O)C1CCCN(c2ncnc3c2cnn3-c2ccc(Cl)cc2)C1 (stereo not drawn)	-18	/	-17	-6	0	8	-0.2	3	-0.3
O=C1CC(c2ccccc2)CN1S(=O)(=O)c1ccccc1 (stereo not drawn)	0	0	-6	2	-6	-5	0.1	1	0.3
Cn1nnnc1NCc1ccc(Cl)c(Cl)c1	2	-12	-11	1	-11	1	-1.6	6	0.0
Cc1ccc(S(=O)(=O)NCCSC(C)(C)C)cc1	4	-9	10	-1	-8	-1	0.9	6	0.5
Cc1ccccc1-n1c(SCC(=O)NCc2cccs2)nc2ccccc2c1=O	-9	1	-2	-4	13	7	0.0	4	0.8
O=C(COC(=O)C1CC(=O)N(c2ccccc2)C1)c1ccccc1 (stereo not drawn)	3	-4	-15	-4	7	-11	0.0	-2	-1.4
COc1ccc(/C=C/C(=O)c2ccc([N+](=O)[O-])o2)cc1	-2	/	-9	-6	/	/	0.1	0	/
COc1ccc(C(CNC(=O)c2cc3ccccc3o2)N2CCCC2)cc1 (stereo not drawn)	0	-17	12	/	-29	79*	0.5	9	0.7
COc1ccc(OC)c(CN(CCN2CCOCC2)C(=O)Nc2cccc(Cl)c2)c1	-1	6	-31*	0	-10	-4	0.6	2	0.4
O=C(NCc1cccs1)NC1CCCCC1	11	-1	7	-2	-6	2	0.4	0	-0.1
Cc1nc(SCC(=O)N(CC(C)C)C2CCS(=O)(=O)C2)c2ccccc2n1 (stereo not drawn)	2	0	-4	10	-6	-50	0.2	2	-0.2
O=C(NCc1ccccn1)c1cc(S(=O)(=O)N2CCCCCC2)ccc1Cl	13	0	22	-5	9	12	-0.3	3	-0.7
CCCOc1ccc(C2c3c(-c4ccccc4O)n[nH]c3C(=O)N2Cc2ccncc2)cc1OCC (stereo not drawn)	2	-24	-8	3	11	/	-2.0	2	1.2
C=CC(COCc1ccccc1)N(C(=O)OC(C)(C)C)S(=O)(=O)c1ccccc1Br (stereo not drawn)	-4	/	-22	-10	7	68*	0.7	11	0.9
CC(C)N(C(=O)C1CC(=O)OC12CCCCC2)C(C)C (stereo not drawn)	6	-2	8	4	-3	12	0.6	1	1.1
O=C(c1ccoc1)N1CCC2(CC1)Oc1ccc(Cl)cc1C(=O)C21CC(c2ccc(Cl)cc2)=NO1 (stereo not drawn)	1	/	-15	5	16	-11	0.5	5	-0.1
CCC(=O)N1CCc2cc(S(=O)(=O)NCCC(=O)NC(C)c3ccccc3)ccc21 (stereo not drawn)	10	-15	5	0	-8	/	-0.6	2	0.4
O=C(CCc1nc2ccccc2c(=O)[nH]1)OCc1cccc(C(F)(F)F)c1	0	1	-11	-3	0	-2	-0.2	0	-0.2
CNC(=O)/C(C#N)=C\c1cc(C)n(-c2ccc(N3CCOCC3)cc2)c1C	3	7	-19	-6	0	-2	2.3	5	-0.4
Cc1ccc(C2=NS(=O)(=O)N(C)C(C(=O)N3CCOCC3)=C2)cc1	-4	-2	8	-8	6	8	0.1	-1	0.0
CCNC(=O)NC(=O)C(C)SCc1ccccc1C (stereo not drawn)	-1	-3	-5	2	19	1	-0.8	-2	-0.2
C#CCOCCOCCOCCNc1nc(N2CCN(C(=O)Cn3cc(CCCCN)nn3)CC2)nc(N2CCN(C(=O)[C@H]([C@@H](C)CC)n3cc(CCCCN)nn3)CC2)n1	0	/	15	-1	11	2	0.2	1	1.5
CC(C)(C#CCN1CCCC1)OCCC#N	-2	-9	1	-3	-5	-6	0.8	4	0.8
COc1ccc(F)cc1S(=O)(=O)N1CCN(C(=O)c2ccco2)CC1	-5	0	18	0	-6	10	0.3	-3	0.3
CCC(C)N(C(=O)c1csnn1)C(C(=O)NC(C)(C)C)c1ccccc1 (stereo not drawn)	-7	1	-8	-6	9	-4	-0.3	0	0.5
CCOC(=O)c1cnc(SC)nc1Oc1cccc(NC(=O)c2ccc(C)cc2)c1	11	-5	5	0	14	-31	0.1	4	-0.7
Cc1ccc(SCCN2CCN(C)CCC2=O)cc1	8	/	-11	0	-7	1	-0.5	1	0.3
Cc1ccc2nc(Nc3cccc(Cl)c3C)c(-n3nc(C)cc3C)nc2c1	1	-1	-1	-2	-12	/	1.0	2	/
CN(C)S(=O)(=O)Nc1cc(F)cc(F)c1	4	-4	21	-3	13	-27	0.5	3	-0.1
CSc1nc(Nc2ccc(C)cc2C)cc(-c2ccccc2)n1	6	-25	2	2	3	/	0.3	0	0.1
CSc1ccc(C(=O)C2CCCN(S(=O)(=O)c3c(C)noc3C)C2)cc1 (stereo not drawn)	7	1	5	4	13	5	0.7	0	0.0
COC(=O)Cn1nc(-c2ccccc2)c2ccccc2c1=O	-5	-4	-6	-8	2	6	-0.7	0	-0.4
Cc1ccc(C)c(NC(=O)C2CC(Cl)=CCC2C(=O)O)c1 (stereo not drawn)	1	7	-4	-4	8	17	1.0	0	0.4
COc1ccc(NS(=O)(=O)c2cc(NC(=O)CCNC(C)=O)ccc2N2CCOCC2)cc1	7	-27	14	-3	5	8	-0.2	1	-0.6
O=C(O)c1ccccc1C(=O)NCc1ccc(F)cc1	5	6	-5	-1	-7	-2	0.2	1	0.3
Cc1cccc(N2CCN(C(=O)c3cnc4c(C)cccn4c3=O)CC2C)c1 (stereo not drawn)	-2	-7	17	-4	-13	/	-0.9	0	/
CCc1cccc(C)c1NC(=O)CN(C)Cc1cccc(F)c1	8	1	5	-1	-5	-7	-0.1	19	0.7
COc1cccc(-c2nc(CCl)cs2)c1	-8	-18	1	-5	-6	4	-0.3	1	0.1
Cc1cc(-n2c(C)c3c(C)nnc(C)c3c2C)ccc1N	0	-10	-5	-2	12	-9	0.4	2	0.0
CC1CCCC(NC(=O)c2cccc(N3CCCC3=O)c2)C1C (stereo not drawn)	4	4	-2	-6	0	-22	0.0	1	0.0
CCn1c(CN2CCN(c3cccc(C)c3C)CC2)n[nH]c1=S	15	-15	-6	-3	-8	-10	-0.1	8	0.5
CC(OC(=O)c1ccccc1NS(=O)(=O)c1cccc(N)c1)C(=O)N(C)Cc1ccccc1 (stereo not drawn)	1	-9	-13	3	3	-7	0.8	2	3.3
O=C1N=C(N2CCOCC2)S/C1=C/c1cccs1	-1	7	-15	-8	-6	-30	0.1	1	-0.5
CN(CC(=O)Nc1ccc(Cl)cc1)C(=O)CNC(=O)Cc1cccc2ccccc12	-7	-2	-9	-3	11	-14	0.0	-1	-1.2
Cc1ccc(C2=[N+]([O-])C(C)(C)CC2)cc1	-6	-4	3	-3	0	-18	-1.0	2	0.5
O=C(CN1CCN(c2ccc(O)cc2)CC1)Nc1ccc2c(c1)OCCCO2	2	-11	1	-7	-12	1	1.9	2	35*
COc1ccc(-c2cc3nc(C)c(CCC(=O)NCc4ccco4)c(C)n3n2)c(OC)c1	4	11	0	-6	-6	-21	0.5	0	0.4
CCOC(=O)c1cccc(NC(=O)CSc2nnc(COc3ccccc3)n2CC)c1	7	-1	11	-4	11	-13	-1.5	2	0.9
c1ccc(COC2CCCN(Cc3nc(-c4cccs4)no3)C2)nc1 (stereo not drawn)	-2	6	6	-1	7	2	-0.2	3	2.9
COc1ccc(C2C=C(c3ccc(Cl)cc3)Nc3nc(NC(=O)CCC(=O)O)nn32)cc1 (stereo not drawn)	1	5	-10	-3	7	/	0.5	2	-0.8

Reformatted in markdown: entries from further up
| canonical_smiles | TRHR enhancer | RXFP1 antagonist | D1 antag | D1 PAM | D2 potentiator | D2 antagonist | TRHR agonist | D1 ag | D2 ag |
| --- | --- | --- | --- | --- | --- | --- | --- | --- | --- |
| O=C(Cn1cnc2c(cnn2-c2ccc(F)cc2)c1=O)OCc1ccccc1 | 13 | -5 | -3 | 0 | / | / | -0.4 | 4 | / |
| CCc1nc(SCC(=O)Nc2cc(C)ccc2OC)c2c(C)c(C)sc2n1 | 1 | -7 | 4 | 5 | 5 | 44* | 0.5 | 3 | 0.1 |
| Cc1cc(C(C#N)c2ccc(Cl)cc2)c(Cl)cc1NC(=O)c1cc(I)cc(I)c1O (stereo not drawn) | -7 | -112* | -33* | -7 | -2 | -16 | 1.1 | 13 | -0.9 |
| COc1ccc(-c2cc(C(=O)Nc3ccc(Cl)cc3Cl)c3ccccc3n2)cc1OC | 3 | 0 | 37 | -2 | 1 | -18 | 2.1 | 4 | 0.8 |
| CCOC(=O)c1cnc2ccc(Cl)cc2c1Nc1ccc(S(=O)(=O)Nc2ncccn2)cc1 | 6 | -5 | 7 | -5 | 6 | -2 | 0.0 | 0 | 1.5 |
| CCN(CC)C(=O)C1CCCN(c2ncnc3c2cnn3-c2ccc(Cl)cc2)C1 (stereo not drawn) | -18 | / | -17 | -6 | 0 | 8 | -0.2 | 3 | -0.3 |
| O=C1CC(c2ccccc2)CN1S(=O)(=O)c1ccccc1 (stereo not drawn) | 0 | 0 | -6 | 2 | -6 | -5 | 0.1 | 1 | 0.3 |
| Cn1nnnc1NCc1ccc(Cl)c(Cl)c1 | 2 | -12 | -11 | 1 | -11 | 1 | -1.6 | 6 | 0.0 |
| Cc1ccc(S(=O)(=O)NCCSC(C)(C)C)cc1 | 4 | -9 | 10 | -1 | -8 | -1 | 0.9 | 6 | 0.5 |
| Cc1ccccc1-n1c(SCC(=O)NCc2cccs2)nc2ccccc2c1=O | -9 | 1 | -2 | -4 | 13 | 7 | 0.0 | 4 | 0.8 |
| O=C(COC(=O)C1CC(=O)N(c2ccccc2)C1)c1ccccc1 (stereo not drawn) | 3 | -4 | -15 | -4 | 7 | -11 | 0.0 | -2 | -1.4 |
| COc1ccc(/C=C/C(=O)c2ccc([N+](=O)[O-])o2)cc1 | -2 | / | -9 | -6 | / | / | 0.1 | 0 | / |
| COc1ccc(C(CNC(=O)c2cc3ccccc3o2)N2CCCC2)cc1 (stereo not drawn) | 0 | -17 | 12 | / | -29 | 79* | 0.5 | 9 | 0.7 |
| COc1ccc(OC)c(CN(CCN2CCOCC2)C(=O)Nc2cccc(Cl)c2)c1 | -1 | 6 | -31* | 0 | -10 | -4 | 0.6 | 2 | 0.4 |
| O=C(NCc1cccs1)NC1CCCCC1 | 11 | -1 | 7 | -2 | -6 | 2 | 0.4 | 0 | -0.1 |
